Vc quorum ag – induces V. cholerae light production without autoinducers; 350,000 tested, 0.16% active; V. cholerae BH1578 lux reporter, luminescence, 6 h; activation, % at 18.7 µM; in the data active means activation mostly above about 9.7%, no sharp cut-off; further: not every result past the cut was called active; inactives centre near 0; reference of the scale not given here
3CLpro inhibitor – SARS-CoV 3CLpro protease inhibition; P0C6X7; 290,000 tested, 0.14% active; inhibition, % at 6 µM; recombinant SARS-CoV 3CLpro, quenched FRET peptide cleavage; in the data active means inhibition above about 12%
CCHF vOTU inh – blocks the CCHF virus ovarian tumor domain protease; CCHFV vOTU protease, Pep-AMC fluorescence; inhibition, % at 11.5 µM; 370,000 tested, 0.55% active; AID 651958; in the data active means inhibition above about 30%; further: 0% = vehicle wells with enzyme and 100% = no enzyme wells
TcdB GH inh – inhibitors of Clostridioides difficile toxin B glycohydrolase | AID 652162 | P18177 | TcdB glycohydrolase enzymatic assay, plate reader | inhibition, % at 9.99 µM | 350,000 tested, 0.24% active; in the data active means inhibition above about 10%
PriA SSB inh – blocks PriA binding to SSB C-terminal tail | AlphaScreen SSBct-PriA binding, biotinylated peptide | inhibition, % at 33 µM | 430,000 tested, 0.6% active | AID 1272365; in the data active means inhibition mostly above about 37%, no sharp cut-off; inactive means mostly below about 20%;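 further: plate controls were negative control peptide for no effect and reference peptide for full effect; strong numbers were not always called active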
VHR inh abs – DUSP3 (human) phosphatase inhibition; P51452; recombinant VHR phosphatase, pNPP absorbance; inhibition, % at 13.3 µM; 290,000 tested, 0.52% active; AID 1654; in the data active means inhibition above about 50%; further: some compounds called inactive have numbers as strong as hits
Target sequence (P51452 whole entry, looked up): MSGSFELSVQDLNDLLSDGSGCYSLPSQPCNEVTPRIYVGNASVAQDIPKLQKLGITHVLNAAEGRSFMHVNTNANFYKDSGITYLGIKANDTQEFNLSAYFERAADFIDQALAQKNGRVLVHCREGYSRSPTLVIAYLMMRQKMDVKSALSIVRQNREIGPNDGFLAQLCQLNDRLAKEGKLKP
Yp Topo-I inh – Y. pestis Topo-I inhibition via cleavage products | Y. pestis Topo-I cleavage product accumulation, plate reader | activity, % at 10 µM | 360,000 tested, 0.064% active | AID 504884; in the data active means activity above about 50%, passing the limit was not always enough; further: inactives centre near 2
Rv3671c protease – Rv3671c (M. tuberculosis) protease inhibition | P9WHR9 | inhibition, % at 5.96 µM | 320,000 tested, 0.048% active | AID 2606; in the data active means inhibition above about 38%;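 further: extracellular domain of Rv3671c used as enzyme; 0% = enzyme with DMSO and 100% = no enzyme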
Target sequence (P9WHR9 whole entry, looked up, the tested form may be a part): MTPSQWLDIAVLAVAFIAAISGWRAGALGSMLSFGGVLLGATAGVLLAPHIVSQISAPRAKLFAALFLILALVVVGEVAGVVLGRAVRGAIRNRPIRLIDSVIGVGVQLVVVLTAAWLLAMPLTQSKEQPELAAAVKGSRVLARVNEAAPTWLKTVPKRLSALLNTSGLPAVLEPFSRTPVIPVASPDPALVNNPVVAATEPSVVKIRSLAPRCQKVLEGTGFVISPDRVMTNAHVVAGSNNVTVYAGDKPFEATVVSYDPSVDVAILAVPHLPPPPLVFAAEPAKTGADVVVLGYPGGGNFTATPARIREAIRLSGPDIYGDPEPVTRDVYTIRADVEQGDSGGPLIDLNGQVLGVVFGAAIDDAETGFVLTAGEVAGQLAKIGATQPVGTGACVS
MazEF act – increases E. coli MazEF RNase cleavage of RNA; P0AE70; FAM/BHQ RNA-DNA oligo cleavage fluorescence, 5 h; activation, % at 20 µM; 350,000 tested, 0.32% active; in the data active means activation above about 50%
Target sequence (P0AE70 whole entry, looked up): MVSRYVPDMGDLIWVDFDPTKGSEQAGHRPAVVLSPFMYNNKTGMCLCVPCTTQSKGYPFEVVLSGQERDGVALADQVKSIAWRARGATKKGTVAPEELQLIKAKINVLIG
PrPC surface inh – reduces human prion protein on the cell surface; P04156; cell surface PrPC, TR-FRET read-out; inhibition, % at 13.8 µM; 370,000 tested, 0.43% active; AID 720596; in the data active means inhibition above about 24%; further: 0% = median of the test wells and 100% = reference compound wells
Numbers without * were called inactive; i = inactive; / = not tested or not shown; & = joins results of further samples. Some of the compounds tested; count on the stated rates, not on these rows.

SMILES	Vc quorum ag	3CLpro inhibitor	CCHF vOTU inh	TcdB GH inh	PriA SSB inh	VHR inh abs	Yp Topo-I inh	Rv3671c protease	MazEF act	PrPC surface inh
CCOc1ccccc1C(=O)NCC(=O)OCc1csc(CC(=O)Nc2ccc(C)cc2)n1	i	/	10	0.4	-3	/	33	-13	-5	1
NC(=O)c1ccccc1NC(=O)CN1CCN(Cc2ccc(Cl)cc2Cl)CC1	i	1	22	0.4	-15	11	15	2	-5	-9
CCOC(=O)c1c(C)nc(C)c(C(=O)OCC)c1-c1ccc(Br)cc1	i	2	29	/	-23	18	22	-5	-7	10
Cc1ccc(C(=O)O/N=C(\N)c2ccc(Br)cc2)cc1C	i	4	-9	/	i	-10	1	-1	5	2
CC(C)[C@H](NC(=O)OCc1ccccc1)C(=O)OCC(=O)c1ccccc1	i	/	4	1.0	-16	/	30	3	5	0
COc1ccc(Oc2nnc(C)c3ccccc23)cc1	i	3	15	/	-3	-7	0	1	-1	10
OC(c1ccccc1)c1nccc2ccccc12 (stereo unspecified)	i	2	-9	0.6	-21	11	3	5	5	2
COc1cc(OC)cc(C(=O)NCC(=O)N2CCC(C)CC2)c1	-2.9	0	4	/	-24	21	2	-3	2	6
N#CCCn1c(C(C#N)(CCC#N)CCC#N)nc2ccccc21	-1.8	2	2	/	-25	26	-1	6	4	-1
O=C(NCCc1ccccc1)C1CCN(S(=O)(=O)N2CCCCCC2)CC1	-0.1	1	14	1.6	-2	40	-2	-6	-30	2
Cc1ccc(CN(C(=O)c2csnn2)C(C(=O)NC2CCCC2)c2cccnc2)cc1 (stereo unspecified)	-0.3	-1	-9	0.7	-14	-12	-2	5	-15	10
COc1ccc(CN(C(=S)Nc2ccccc2)C2CC(=O)N(c3ccccc3)C2=O)cc1 (stereo unspecified)	-0.2	1	-1	/	5	15	-11	-12	1	1
Cc1ccc(NC2=C(N3CCCCC3)C(=O)c3ccccc3C2=O)cc1	i	-3	96*	/	-14	6	-6	-108	1	-8
COc1cccc(C2C(C#N)=C(N)Oc3c2oc(CO)cc3=O)c1OC (stereo unspecified)	i	4	-6	/	-13	12	-6	-3	1	-1
CCOc1cc(C(C(=O)NCC2CCCO2)N(C(=O)Cn2nnc3ccccc32)c2ccc(C(C)=O)cc2)ccc1O (stereo unspecified)	-0.2	5	2	-0.3	4	12	-2	4	5	2
CC(=O)c1c(C)oc2c1cc(NS(=O)(=O)c1ccc(C(=O)O)cc1)c1ccccc12	-0.1	7	10	1.3	-4	20	3	-14	79*	-1
Cc1oc(C(C)(C)C)cc1C(=O)NCc1ccc2c(c1)OCO2	i	-5	-9	1.1	-5	31	-4	-1	3	2
CC(NC(=O)NCCCC(=O)O)(C(F)(F)F)C(F)(F)F	-0.2	5	-3	/	-14	20	2	-6	0	-9
C=CCNC(=O)C(=O)NCCOc1ccccc1Cl	-0.9	1	-6	0.0	-10	5	-5	0	4	3
O=C(Nc1nnc(S(=O)(=O)Nc2ccccc2)s1)C1CCCCC1	-0.2	12	22	1.4	-8	-6	-2	8	4	-3
CCCCN1C(=O)CC(Sc2ccccc2C(=O)O)C1=O (stereo unspecified)	-4.2	3	14	-17	-12	13	0	0	-4	-5
CCCn1c(SCC(=O)NC(C)(C)C)nnc1-c1ccco1	-0.5	1	2	1.2	-14	53*	-11	-3	4	4
CC(=O)Nc1cccc(NC(=O)CCc2ccccc2)c1	i	-5	2	/	1	-6	1	0	-25	2
CCCn1c(CNc2ccc(Br)cc2)nc2ccccc21	-0.2	0	8	2.3	-3	9	22	-3	-17	12
CN(C)c1cccc(C(=O)NCCCSc2ccccc2)c1	i	5	-7	-1.6	9	37	12	0	3	5

Continued; it opens with the 4 that closed the last part.
SMILES	Vc quorum ag	3CLpro inhibitor	CCHF vOTU inh	TcdB GH inh	PriA SSB inh	VHR inh abs	Yp Topo-I inh	Rv3671c protease	MazEF act	PrPC surface inh
CCCn1c(SCC(=O)NC(C)(C)C)nnc1-c1ccco1	-0.5	1	2	1.2	-14	53*	-11	-3	4	4
CC(=O)Nc1cccc(NC(=O)CCc2ccccc2)c1	i	-5	2	/	1	-6	1	0	-25	2
CCCn1c(CNc2ccc(Br)cc2)nc2ccccc21	-0.2	0	8	2.3	-3	9	22	-3	-17	12
CN(C)c1cccc(C(=O)NCCCSc2ccccc2)c1	i	5	-7	-1.6	9	37	12	0	3	5
Cc1sc2ncnc(NCC(O)c3ccc([N+](=O)[O-])cc3)c2c1C (stereo unspecified)	0.4	1	5	0.9	-1	16	-9	3	20	11
Cc1ccc(NS(=O)(=O)c2ccc(C)c(NC(=O)COc3ccc4ccccc4c3)c2)c(C)c1	-1.3	8	18	-1.1	16	21	7	-176	-16	-3
Cc1ccc(C(c2c(O)nc3n(c2=O)CCS3)c2c(O)nc3n(c2=O)CCS3)cc1	-0.2	1	-2	1.7	-14	3	5	-1	-4	3
Cc1cc(C(=O)Nc2ccc(Cl)cc2)n(-c2ccccc2)n1	-0.6	0	-5	0.3	-14	-5	-7	-10	2	3
COc1cccc(CNC(=O)CCC2CCCN(C(=O)Cc3ccccc3F)C2)c1 (stereo unspecified)	i	2	13	1.1	-1	31	-4	11	-3	1
O=C(CN1C(=O)C2CC=CCC2C1=O)Nc1nnc(C2CC2)s1 (stereo unspecified)	i	/	9	0.6	-6	/	-4	-3	-5	-6
CCn1cc(C(=O)NC(C)C)c(=O)c2cc(F)c(N3CCN(C(=O)c4ccco4)CC3)cc21	-4.3	-7	-15	0.6	-9	6	25	-11	-2	0
COc1ccccc1CN1CC(C(=O)NCc2ccc(N3CCCC3=O)cc2)CCC1=O (stereo unspecified)	i	-1	-2	0.9	-18	15	-1	-2	4	7
COc1ccccc1NC(=O)CNC(=O)c1ccc([N+](=O)[O-])cc1	-0.4	0	-12	0.0	-4	28	0	-2	-1	-22
CCn1c(SC(C)C(=O)OC)nnc1-c1c[nH]c2ccccc12 (stereo unspecified)	-0.1	3	12	4.2	3	17	0	4	4	1
COc1ccc(OC)c(S(=O)(=O)NCCc2ccccc2)c1	i	1	7	0.9	-4&-1	-10	10	5	-1	-2
CC1CN(CCOc2cccc(Oc3ccccc3)c2)CC(C)O1 (stereo unspecified)	-1.5	4	5	2.5	-33	18	19	1	-4	6
Cc1ccc(-c2[nH]c(-c3ccc(Cl)cc3)nc2SCC(=O)NCC2CCCO2)cc1 (stereo unspecified)	-1.5	-4	-4	0.9	-15	-11	-10	6	7	7
C[n+]1ccccc1/C=C/c1ccc(C#N)cc1	-0.8	-2	10	-0.5	0	-12	2	-2	2	-26
Cc1ccc(C)c(S(=O)(=O)Nc2ccc(C(=O)N3CCOCC3)cc2)c1	0.1	/	2	0.2	/	/	0	/	-3	1
CCOc1ccc(NC(=O)c2ccc(NC(=O)c3ccc(NC(N)=O)cc3)cc2)cc1	i	/	10	-2.7	-3	/	4	-23	-32	5
O=C(O)COc1cc(Cl)c(Cl)cc1Cl	-0.3	/	5	-0.7	/	/	0	/	/	8
COC(=O)c1c(NC(=O)Cc2cccs2)sc2c1CCC(C)C2 (stereo unspecified)	-4.2	2	-5	/	-6	-11	4	3	2	-4
O=C(Nc1ccc(Cl)cc1)N1CCCC1	i	1	/	0.8	-21	13	-5	-9	-6	/
CCOC(=O)C1Nc2ccc(C(F)(F)F)cc2C2C=CCC12 (stereo unspecified)	i	/	5	0.9	24	/	6	2	0	-4
COc1cccc(N2CCN(C(=O)CCCCCn3c(=S)[nH]c4cc5c(cc4c3=O)OCO5)CC2)c1	i	-6	6	1.9	7	-31	22	-5	2	0
O=C1NC2CCCCC2C(=O)N1OS(=O)(=O)c1ccccc1 (stereo unspecified)	-1.1	/	8	-0.8	-5	/	-5	/	9	-2
N/C(=N\OC(=O)c1cccs1)c1cccnc1	-0.2	-7	20	-2.1	/	8	-11	-6	14	-7
COc1ccc(OCC(=O)N(Cc2cccs2)C2CCS(=O)(=O)C2)cc1 (stereo unspecified)	-2.6	-1	3	0.5	-27	-25	11	5	7	-4
CCNC(=O)Nc1ccc(-n2nc(C)c(C(=O)OCC)c2C)nc1	-0.3	-1	7	1.4	-2	17	-3	0	1	7

Compound profiles, as listed above. Screens in order: Vc quorum ag	3CLpro inhibitor	CCHF vOTU inh	TcdB GH inh	PriA SSB inh	VHR inh abs	Yp Topo-I inh	Rv3671c protease	MazEF act	PrPC surface inh
NC(=O)c1ccccc1NC(=O)CN1CCN(Cc2ccc(Cl)cc2Cl)CC1 in the list: i	1	22	0.4	-15	11	15	2	-5	-9
CN(C)c1cccc(C(=O)NCCCSc2ccccc2)c1 in the list: i	5	-7	-1.6	9	37	12	0	3	5
Cc1ccc(NC2=C(N3CCCCC3)C(=O)c3ccccc3C2=O)cc1 in the list: i	-3	96*	/	-14	6	-6	-108	1	-8
COc1ccccc1CN1CC(C(=O)NCc2ccc(N3CCCC3=O)cc2)CCC1=O (stereo unspecified) in the list: i	-1	-2	0.9	-18	15	-1	-2	4	7
O=C1NC2CCCCC2C(=O)N1OS(=O)(=O)c1ccccc1 (stereo unspecified) in the list: -1.1	/	8	-0.8	-5	/	-5	/	9	-2

Next part:
SMILES	Vc quorum ag	3CLpro inhibitor	CCHF vOTU inh	TcdB GH inh	PriA SSB inh	VHR inh abs	Yp Topo-I inh	Rv3671c protease	MazEF act	PrPC surface inh
CCn1c(SCC(=O)Nc2ccccc2C(=O)OC)nnc1-c1ccoc1C	i	-5	3	/	-6	21	12	4	2	3
O=C(O)c1ccc(N2C(=O)CC(SC(=NCc3ccc4c(c3)OCO4)Nc3ccc(F)cc3)C2=O)cc1 (stereo unspecified)	-0.7	2	2	-0.7	6	6	-8	-20	12	-3
CC(C)CC(C(=O)Nc1oc(-c2ccco2)c(-c2ccco2)c1C#N)N1C(=O)c2ccccc2C1=O (stereo unspecified)	-0.4	-2	21	/	2	10	-19	-13	11	0
CC(=O)C1=C(C)NC(=O)NC1/C=C/c1ccccc1 (stereo unspecified)	0.0	0	-3	-2.7	-13	6	-2	8	2	3
Cc1c(NC(=O)c2ccc(CN3CCc4ccccc4C3)cc2)c(=O)n(-c2ccccc2)n1C	-0.3	3	-9	/	-1	20	4	7	4	6
Cc1ccccc1N1CCN(C2CCCN(C(=O)CCN3CCCO3)C2)CC1 (stereo unspecified)	-5.0	-6	-1	-0.1	-6	33	-8	-5	0	6

High-throughput results deposited in PubChem BioAssay by several laboratories.
